Screens deposited in PubChem by National Center for Advancing Translational Sciences (NCATS).
N370S GC mod – inhibitors or activators of N370S glucocerebrosidase for Gaucher disease; N370S GC spleen homogenate, 4MU-glucoside fluorescence; Potency, µM (highest dose often 59.4 µM), for the others: at the top dose activity change, negative = inhibition, most hits filed as inhibitors; hit rate 0.092% among 330,000; AID 2101;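 also: 0% = full enzyme activity and -100% = no enzyme basal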
FEN1 inh – human FEN1 inhibition | P39748 | Recombinant FEN1 flap cleavage, fluorescence, 15 min | Potency, µM (highest dose often 114 µM), without a hit: at the top dose activity change, negative = inhibition, actives largely listed as inhibitors | hit rate 0.35% among 390,000 | AID 588795; also: nearly all actives have a fitted effect of over 65% in size
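FEN1 at 10 nM, compound pretreatment for 15 min (room temperature), 50 nM final substrate to initiate; endpoint reads at 0 and 15 min; DMSO-only plates used as vehicle background.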
KAT2A inh – GCN5L2 (KAT2A) acetyltransferase inhibition. Q92830. GCN5L2 HAT assay, ThioGlo1 CoA-SH fluorescence. Potency, µM (highest dose often 58.9 µM), inactives show at the top dose activity change, negative = inhibition, hits mostly inhibitors. hit rate 0.21% among 390,000. AID 504327
Target sequence (Q92830 whole entry, looked up): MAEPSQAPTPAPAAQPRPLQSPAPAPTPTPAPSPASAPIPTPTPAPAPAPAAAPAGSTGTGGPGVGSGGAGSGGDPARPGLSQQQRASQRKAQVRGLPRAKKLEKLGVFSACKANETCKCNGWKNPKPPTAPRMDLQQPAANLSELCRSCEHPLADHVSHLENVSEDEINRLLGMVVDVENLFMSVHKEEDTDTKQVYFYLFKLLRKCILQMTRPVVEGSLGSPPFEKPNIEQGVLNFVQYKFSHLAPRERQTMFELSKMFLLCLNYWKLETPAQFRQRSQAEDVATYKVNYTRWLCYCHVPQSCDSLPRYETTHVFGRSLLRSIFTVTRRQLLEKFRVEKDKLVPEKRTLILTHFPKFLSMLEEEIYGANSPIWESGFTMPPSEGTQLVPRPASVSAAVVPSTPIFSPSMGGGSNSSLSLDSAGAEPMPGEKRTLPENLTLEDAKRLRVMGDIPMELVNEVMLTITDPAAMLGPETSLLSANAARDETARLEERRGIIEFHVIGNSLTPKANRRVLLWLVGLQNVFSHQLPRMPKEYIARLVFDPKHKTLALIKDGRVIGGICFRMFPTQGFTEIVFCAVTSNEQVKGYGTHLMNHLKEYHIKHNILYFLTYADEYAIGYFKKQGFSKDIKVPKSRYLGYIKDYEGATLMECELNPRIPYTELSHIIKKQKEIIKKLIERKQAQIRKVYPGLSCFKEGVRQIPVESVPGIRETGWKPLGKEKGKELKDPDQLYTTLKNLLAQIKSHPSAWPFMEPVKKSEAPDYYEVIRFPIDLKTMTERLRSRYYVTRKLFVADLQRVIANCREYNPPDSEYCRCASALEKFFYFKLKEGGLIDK
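GCN5L2 (20 nM) in 50mM HEPES pH 7.5, 0.1mM EDTA, 0.01% Tween-20 preincubated 15 min with compounds at room temperature. Reaction started with H3(1-25) 75uM, acetyl-CoA 70uM, ThioGlo1 50uM; CoA-thiol fluorescence (Ex340/Em540) read at 0 and 20 min.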
Starred values were filed as active, the others as inactive; ? = inconclusive; . = not tested or not shown; & = joins results of further samples; [ ] = dose if it differs, or a comment. Calls follow the shape of the dose curve; as a rule, active = well fitted curve in the direction sought with a large enough effect; inconclusive = small, poorly fitted or top-dose-only effect, or another doubt; inactive = no such curve, though single readings can be large; an effect the other way counts as inactive or inconclusive. Unless noted, % is scaled to controls: 0 for no effect and ±100 for the full control effect; potency is read from the fitted curve at half-maximal effect.

SMILES | N370S GC mod | FEN1 inh | KAT2A inh
O=C(CN1C(=O)NC2(CCCCC2)C1=O)Nc1ccc(Cl)c(S(=O)(=O)N2CCOCC2)c1 | . | 4% | -7%
COCCCNC(=O)/C(C#N)=C1\N=C(NC(=O)c2cccs2)c2ccccc21 | 15% | -14% | -2%
CCc1nc(SCC(=O)N2CCN(c3ccccc3)CC2)c2oc3ccccc3c2n1 | 21% | -15% | -13%
COc1ccc(OC)c(C2CC(=O)c3c([nH]c(C(=O)OC(C)C)c3C)C2)c1 (stereo not drawn) | 6% | 3% | ?
CC1(C)CN(c2ccccc2)N(Cc2ccc(F)cc2)C1=O | 4% | 3% | -3%
Cc1ccc2c(c1C)NC(=O)C2(O)CC(=O)c1ccc2c(c1)OCO2 (stereo not drawn) | 7% | -6% | -15%
COc1ccccc1NC(=O)Cc1nnc(SCC(=O)NC2CCCC2)n1C | -5% | -1% | -4%
CC(C)CCn1c(=O)c2ccccc2c2ccccc2c1=O | 23% | -2% | -4%
Cc1ccc(-c2c(C)n3c4c(=O)n(C)c(=O)n(C)c4nc3n2CCO)cc1 | . | 12% | 4%
O=C(c1cccc(Cl)c1)N1c2nc(-c3ccco3)nn2C2(CCCCC2)[C@@H]2CCCC[C@@H]21 | . | 3% | 1%
CC(=O)Cc1ccccc1OC(=O)c1ccco1 | -10% | 3% | -8%
Cc1ccc(N2CC(C(=O)NCCN3CCOCC3)CC2=O)cc1 (stereo not drawn) | 1% | -1% | -1%
O=C1Nc2ccc(Br)cc2C1(O)c1ccc(F)cc1 (stereo not drawn) | -9% | 16% | -2%
COc1ccccc1NC(=O)NCCN1CCNC1=O | 16% | 4% | 0%
Clc1ccccc1-c1nnc2n1-c1ccccc1SC2 | -4% | -3% | -8%

Record cards, as listed above:
Record of `O=C1Nc2ccc(Br)cc2C1(O)c1ccc(F)cc1` (stereo not drawn) → N370S GC mod: -9%; FEN1 inh: 16%; KAT2A inh: -2%
Record of `Cc1ccc(-c2c(C)n3c4c(=O)n(C)c(=O)n(C)c4nc3n2CCO)cc1` → N370S GC mod: .; FEN1 inh: 12%; KAT2A inh: 4%

(next part)
SMILES | N370S GC mod | FEN1 inh | KAT2A inh
Cc1cccc(C(=O)NC(=S)NNC(=O)c2ccccc2Cl)c1 | 2% | -11% | -5%
Oc1ccc(-c2cnc(-c3ccc(O)cc3)nc2)cc1 | -17% | -1% | -6%
COc1ccccc1-c1cncnc1Nc1ccc(F)cc1 | -2% | . | -9%
COc1ccc(NCc2cc3ccc(OC)cc3n(CC(=O)Nc3cc(Cl)ccc3C)c2=O)cc1 | . | 4% | -2%
COc1cccc2c(=O)cc(C)n(CC(=O)Nc3cccc(C)c3)c12 | -7% | -20% | 0%
O=C(c1ccc(F)cc1)C1CCN(C(=O)N2CCOCC2)CC1 | -5% | -16% | -4%
CCOC(=O)c1c(NC(=O)CSc2cn(CCNC(=O)c3ccc(OCC)cc3)c3ccccc23)sc2c1CCC2 | . | 13% | -1%
COc1ccc(-c2noc(CSCC(=O)Nc3ccc(C)cc3Br)n2)cc1OC | . | -12% | -4%
COC(=O)c1cc(S(=O)(=O)N2CCN(Cc3ccccc3)CC2)c[nH]1 | -1% | 11% | -1%
O=C(COc1ccccc1)Nc1ccccc1C(=O)NC1CC1 | -15% | 4% | -7%
OCCNc1nc(OCC(F)(F)F)nc(N2CCN(C34CC5CC(CC(C5)C3)C4)CC2)n1 | -4% | 2% | -3%
O=S(=O)(NC1CCN(Cc2ccccc2)CC1)c1cccc(S(=O)(=O)N2CCOCC2)c1 | 0% | -1% | -7%
O=C(O)CNS(=O)(=O)c1ccc2[nH]c(=O)c(=O)[nH]c2c1 | -2% | -3% | 0%
COc1cccc(-n2nc3c(=S)[nH]nc(C)c3c2C)c1 | -22% | 11% | 0%
CCN(CC)S(=O)(=O)c1cccc(-c2nnc(SCc3nnc(-c4ccccc4)o3)n2C)c1 | 11% | -1% | 0%

Two successive records already listed:
SMILES | N370S GC mod | FEN1 inh | KAT2A inh
O=C(COc1ccccc1)Nc1ccccc1C(=O)NC1CC1 | -15% | 4% | -7%
OCCNc1nc(OCC(F)(F)F)nc(N2CCN(C34CC5CC(CC(C5)C3)C4)CC2)n1 | -4% | 2% | -3%

Next part.
SMILES | N370S GC mod | FEN1 inh | KAT2A inh
O=C(NC(Cc1ccccc1)C(=O)O)/C(=C/c1ccc([N+](=O)[O-])cc1)NC(=O)c1ccccc1 (stereo not drawn) | 4% | -3% | -5%
CC(C)CCSc1nnc(Cn2c(=O)sc3ccccc32)n1C | 2% | ? | -1%
O=C(NC1CCCCCC1)C1CCN(S(=O)(=O)c2cnc[nH]2)CC1 | -3% | -7% | -6%
O=C(COC(=O)Cc1ccccc1F)NCc1ccc(Cl)cc1 | . | 47%[activator] | -1%
COc1cccc(NC(=O)C(Cc2ccccc2)NS(=O)(=O)c2ccc3c(c2)oc(=O)n3C)c1 (stereo not drawn) | . | -16% | -3%
O=S(=O)(c1cc(Cl)ccc1Cl)n1ccnc1 | 0% | -2% | -5%
Cc1ccc(C(=O)NCC(=O)OC(C)C(=O)NC2CCCCC2C)cc1C (stereo not drawn) | -2% | 13% | -8%
CC(C)C(NC(=O)C(Cc1ccccc1)NC(=O)OCc1ccccc1)C(=O)O (stereo not drawn) | -4% | 0% | -6%
COc1cccc(CCC(=O)O)c1OC | 0%[2.35 µM] | -1% | 0%
COc1ccc(NC(=O)Cn2nnc(C(=O)NCc3cccc(OC)c3)c2N)cc1 | 3% | ? | -21%
O=c1oc2ccccc2n1Cn1c(=O)oc2ccccc21 | -16% | -9% | -4%
O=C(NCc1ccc(F)cc1)C1CCCN(c2cnccn2)C1 (stereo not drawn) | 3% | 5% | 0%
COc1cccc(N2C(=O)CC(NNc3nc4ccccc4s3)C2=O)c1 (stereo not drawn) | -6% | 3% | -2%
CC1(Br)C2CCCC1C2S(=O)(=O)c1ccccc1 (stereo not drawn) | -7% | -21% | -5%
COc1cccc(-n2cc(-c3ccc(F)cc3)[nH]c2=S)c1 | 2% | -10% | -17%
c1ccn2cc(CSC3=NCCS3)nc2c1 | 4% | 0% | 1%
COc1ccc(OC)c(C2C(C#N)=C(N)Oc3c2c(C)nn3-c2cccc(Cl)c2)c1 (stereo not drawn) | -7% | -7% | -10%
Nc1nonc1-c1nc2ccccc2n1CC(=O)N/N=C\c1ccc(-c2ccc(Cl)cc2)o1 | 5% | 2% | -4%
NC1=NC(c2ccccc2Cl)n2c(nc3ccccc32)N1 (stereo not drawn) | -14% | -14% | -3%
O=c1c([N+](=O)[O-])cc(C(F)(F)F)cn1Cc1cccc(Cl)c1 | -17% | -8% | -15%
Nc1ccc(-c2nc3c(ccc4ccccc43)[nH]2)cc1 | ? | ? | -24%
S=c1[nH]nc(-c2ccco2)n1/N=C/c1cccc(Cl)c1 | 11% | 2% | -4%
O=C(Cc1cccs1)Nc1cccc(-c2nnc(-c3ccco3)o2)c1 | 13% | -3% | -5%
O=C(Nc1ccccc1)N1CCN(Cc2ccc3c(c2)OCO3)CC1 | 0% | 18% | 2%
CCOC(=O)c1ccc(NC(=O)CSc2nnnn2CCCO)cc1 | 2% | 1% | -5%
O=C(CN(C(=O)CCC(=O)Nc1nccs1)c1cccc(F)c1)NCc1ccc2c(c1)OCO2 | -1% | 12% | -1%
CCOC(=O)C1CCCN(c2ncnc3c2oc2ccccc23)C1 (stereo not drawn) | 0% | 2% | -3%
CC(OC(=O)/C=C/c1ccc2ccccc2n1)C(=O)N(C)c1ccccc1 (stereo not drawn) | . | -16% | -14%
COc1ccc(C)cc1NC(=O)NCc1ccccn1 | 12% | 22% | -14%
CCN(Cc1ccccc1)C(=O)C1CCN(Cc2ccc(OC)c(OC)c2OC)CC1 | -3% | -5% | 3%
CC(=O)Nc1nonc1-c1nnc(SCc2ccccc2C)n1C | . | -1% | 1%
CCC(C)(C)n1nnnc1C(c1cc2cccc(C)c2[nH]c1=O)N1CCCC1 (stereo not drawn) | -1% | -21% | -25%
C#Cc1cccc(C(=O)N2CCCC(C(=O)c3ccc(OC)cc3C)C2)c1 (stereo not drawn) | 0% | 0% | -15%
Cc1oc(-c2ccc(C(=O)NCc3ccccc3)cc2)nc1CS(=O)(=O)c1ccccc1 | . | 1% | -1%
CC(=O)c1cccc(NC(=O)COC(=O)CCC(=O)c2cccs2)c1 | 0% | 5% | -14%
O=S(=O)(Cc1cc(NCc2ccccc2)nc(-c2ccccn2)n1)c1ccccc1 | 3% | -11% | -6%
COc1ccc(CCNC(=O)c2csc3c2CCCC3)cc1OC | -3% | -3% | 10%
COc1cc(OC)c2c(-c3cccc(-c4ccc(N(C)C)cc4)c3)cc(=O)oc2c1 | 8% | -18% | -11%&8%
CCCCOCC(O)Cn1c(C)nc2ccccc21 (stereo not drawn) | 2% | -11% | -4%
COc1cc(OC)cc(C(=O)O/N=C(\N)c2ccccn2)c1 | -13% | -5% | -1%
CCCC(=O)NC(c1ccc(Cl)cc1)c1ccc2cccnc2c1O (stereo not drawn) | -5% | 10% | 2%
O=S(=O)(N1CCCCC1)N1CCNCC1 | -19% | -4% | -12%
CC(=O)C[C@@H](O)CC(=O)[C@@H]1OC(=O)CCCCCCCCc2ccccc21 | . | 13% | -6%
Cn1cc(C(=O)c2ccc(Cl)cc2Cl)cc1C(=O)N/N=C(\N)COc1cccc(C(F)(F)F)c1 | -9% | -7% | -16%
COc1ccccc1NS(=O)(=O)c1cc(NC(=O)Nc2ccccc2)ccc1N1CCCCC1 | 7% | -3% | -4%

In another format: results already given
CCCCOCC(O)Cn1c(C)nc2ccccc21 (stereo not drawn)
- N370S GC mod: 2%
- FEN1 inh: -11%
- KAT2A inh: -4%

COc1cc(OC)cc(C(=O)O/N=C(\N)c2ccccn2)c1
- N370S GC mod: -13%
- FEN1 inh: -5%
- KAT2A inh: -1%

CCCC(=O)NC(c1ccc(Cl)cc1)c1ccc2cccnc2c1O (stereo not drawn)
- N370S GC mod: -5%
- FEN1 inh: 10%
- KAT2A inh: 2%

O=S(=O)(N1CCCCC1)N1CCNCC1
- N370S GC mod: -19%
- FEN1 inh: -4%
- KAT2A inh: -12%

Going on with the list.
SMILES | N370S GC mod | FEN1 inh | KAT2A inh
COc1ccccc1N1CCN(S(=O)(=O)c2c(C)sc3ncn(CC(=O)Nc4ccccc4F)c(=O)c23)CC1 | . | 16% | -4%
CCCc1cc(=O)[nH]c(SCCc2ccccc2)n1 | 10% | -1% | -9%
Cc1cccc(-c2cc3nc(C)cc(C)n3n2)c1 | 2% | -3% | -5%
CCOc1ccc(NC(=O)CSc2nccn(-c3ccc4c(c3)OCCO4)c2=O)cc1 | 4% | 1% | -2%
Cc1ccc(-c2nnc3ccccc3c2C(=O)Nc2ccccc2F)cc1 | . | -1% | -5%
CCOC(=O)c1ccc(NC(=O)Cn2cnc3sc(C(=O)OCC)c(C)c3c2=O)cc1 | . | -12% | -6%
COc1cc(-c2nnc(Sc3ccc(C(F)(F)F)cc3[N+](=O)[O-])o2)cc(OC)c1OC | -2% | -11% | 0%
Cc1nc2c(-c3ccccc3)c(C)nn2c(C)c1CCC(=O)O | -6% | 18% | -3%
O=C(NC1CCCC1)C(c1ccccc1)N(Cc1ccccc1)C(=O)c1csnn1 (stereo not drawn) | -11% | 11% | -2%
CCCOc1ccc(N2CC(C(=O)Nc3ccccn3)CC2=O)cc1 (stereo not drawn) | 10% | -2% | -8%
CN(Cc1ccccc1)C(=O)COC(=O)c1cc(S(=O)(=O)N(C)C)ccc1N1CCCC1 | 10% | 12% | -24%
COC(=O)N1CCN(/[N+]([O-])=N/Oc2ccc([N+](=O)[O-])cc2[N+](=O)[O-])CC1 | -5% | 5% | .
COc1ccc(CNc2ccc3c(c2)CCC3)cc1OC | -4% | . | -9%
O=C(NCc1ccc(Cl)cc1)c1ccc2c(Cl)c3c(nc2c1)CCCC3 | . | -8% | -8%

Compounds above that have a CF3 group (four):
SMILES | N370S GC mod | FEN1 inh | KAT2A inh
OCCNc1nc(OCC(F)(F)F)nc(N2CCN(C34CC5CC(CC(C5)C3)C4)CC2)n1 | -4% | 2% | -3%
O=c1c([N+](=O)[O-])cc(C(F)(F)F)cn1Cc1cccc(Cl)c1 | -17% | -8% | -15%
Cn1cc(C(=O)c2ccc(Cl)cc2Cl)cc1C(=O)N/N=C(\N)COc1cccc(C(F)(F)F)c1 | -9% | -7% | -16%
COc1cc(-c2nnc(Sc3ccc(C(F)(F)F)cc3[N+](=O)[O-])o2)cc(OC)c1OC | -2% | -11% | 0%
